Assay outcomes from PubChem.
aDG glyco up: activators of alpha-DG glycosylation, primary screen, uHTS, Pro5-aDG cells, AlphaScreen; alpha-DG glycosylation AlphaScreen (IIH6); 0% Pro5, 100% B10-LARGE cell signal; activation, % at 10 µM; 0.22% of 360,000 active;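 active = activation of at least 8% versus controls, or a plate z-score of at least 8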;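 note: Pro5 are CHO cells carrying HIG-tagged alpha-DG that lacks glycosylation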
Glyco luc inh: increase of ERlucT glycosylation luciferase signal, primary screen, N-linked glycosylation inhibitor project, D54 ERlucT cells, luminescence, set 2; D54 ERlucT glycosylation luciferase reporter, 24 h; percent of 100 nM tunicamycin response; 0.23% of 360,000 active; reporter increase, % at 12.5 µM;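 active = mean luciferase reporter signal, scaled so untreated is 0 and the glycosylation-blocking control 100, at or above a set limit in every replicate; inconclusive = mean reaches the limit but not every replicate does; inactive = mean below the limit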;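 note: luciferase carries N-glycosylation sites so blocking glycosylation raises the light; 0% = median of neutral control wells and 100% = median of 100 nM tunicamycin wells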
CaV13 ICDI inh: Disruptors of the CACNA1D IQ motif to Ca2+-dependent inactivation inhibitor domain association, primary screening, Förster resonance energy transfer in intact living …; HEK cells, CFP/YFP FRET ICDI-IQ, plate reader, 10 min; percent FRET-ratio fall versus neutral wells; inhibition, % at 12.3 µM; 0.098% of 340,000 active; AID 743397;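 active = mean replicate inhibition of at least 30% and at least 1% of replicates passing that level; inconclusive = only one of the two criteria is met; inactive = neither criterion is met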;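 note: 0% = median of the neutral control wells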
PDI turbidity: inhibitors of human PDI, primary screen, biochemical, turbidity, single point, plate reader; Protein disulfide-isomerase (Homo sapiens), P07237; PDI insulin aggregation turbidity, A650, 90 min; inhibition, % at 10 µM; 0.052% of 350,000 active; AID 588391, 2011;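 active = mean inhibition across replicates of 30% or more, whatever share of single replicates reach that level; inconclusive = mean inhibition below 30% while every single replicate reaches 30%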;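 note: absorbance from insulin aggregation driven by PDI reduction with DTT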
ABCB6 inh 2: ABCB6 transporter inhibitors, primary screen, K562-ABCB6 cells, flow cytometry, MLPCN library; ATP-binding cassette sub-family B member 6 (Homo sapiens), Q9NP58; K562-ABCB6 porphyrin accumulation, 1 h; stronger effect = lower value; fluorescence ratio to DMSO, % at 10 µM; 0.19% of 360,000 active; AID 602162, 2011;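 active = fluorescence ratio to DMSO below 75%, the collection mean minus 3 SD; inconclusive = too few cells collected in the well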;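 note: signal is porphyrin accumulated inside mitochondria; 100% equals median channel fluorescence of DMSO control wells; lower ratio means ABCB6 inhibition with less porphyrin fluorescence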
Target sequence (Q9NP58 whole entry, looked up): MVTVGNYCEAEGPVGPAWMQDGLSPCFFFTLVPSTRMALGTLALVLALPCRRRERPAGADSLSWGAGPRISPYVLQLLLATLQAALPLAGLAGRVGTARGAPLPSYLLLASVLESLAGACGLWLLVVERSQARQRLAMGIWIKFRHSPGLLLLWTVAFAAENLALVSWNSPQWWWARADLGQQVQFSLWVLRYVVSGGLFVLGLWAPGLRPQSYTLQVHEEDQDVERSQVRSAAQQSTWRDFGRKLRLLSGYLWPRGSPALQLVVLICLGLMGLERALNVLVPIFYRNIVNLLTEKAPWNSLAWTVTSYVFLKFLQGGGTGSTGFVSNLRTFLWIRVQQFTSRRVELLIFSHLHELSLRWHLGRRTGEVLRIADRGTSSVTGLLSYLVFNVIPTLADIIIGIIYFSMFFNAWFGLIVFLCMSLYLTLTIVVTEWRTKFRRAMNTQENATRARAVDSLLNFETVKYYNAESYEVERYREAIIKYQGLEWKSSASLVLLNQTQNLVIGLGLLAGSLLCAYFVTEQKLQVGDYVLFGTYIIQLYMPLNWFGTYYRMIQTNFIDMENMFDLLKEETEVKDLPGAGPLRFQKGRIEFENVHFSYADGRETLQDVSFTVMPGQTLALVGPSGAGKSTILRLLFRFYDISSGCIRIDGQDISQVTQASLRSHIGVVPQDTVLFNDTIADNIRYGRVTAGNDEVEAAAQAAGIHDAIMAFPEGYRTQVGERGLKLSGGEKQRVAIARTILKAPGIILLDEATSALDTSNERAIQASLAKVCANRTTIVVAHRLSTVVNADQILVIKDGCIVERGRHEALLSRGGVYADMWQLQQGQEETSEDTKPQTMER
Vif inh: HIV Vif self-association inhibitors, primary screen, imaging, HEK293T, single point; 0.35% of 340,000 active; HEK293T cells, Vif self-association by quenched fluorescence, 24 h; inhibition, % at 7.49 µM; in the data active = inhibition above about 50%, passing the limit was not always enough; inconclusive = no clear call, values can overlap the other calls; inactive = below about 31%; note: some results filed as inactive read as strong as hits
Exocytosis inh: LAMP-1 surface exposure blockers, TALL-104 cells – cell-based, flow cytometry, MLPCN library, primary screen | inhibition, % at 10 µM | AID 651702, 2012 | 0.66% of 360,000 active | TALL-104 LAMP-1 surface exposure; cells stimulated with thapsigargin and PMA;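 active = inhibition above about 55%, limit read from the data; inconclusive = no clear call, values can overlap the other calls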
iPSC survival up: enhancers of single-cell hiPSC survival, primary screen, ATPlite luminescence; 100% = ROCK inhibitor wells, 0% = DMSO; survival enhancement, % at 20 µM; 0.044% of 360,000 active; AID 602274, 2012; in the data active = survival enhancement above about 18%;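 note: cells exposed to compounds for 16 hours before the ATP read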
H9c2 protect: cardioprotection against H2O2-induced cell death, primary screen, uHTS, H9c2 cells, ATPLite luminescence | 0.63% of 360,000 active | protection from H2O2 cell death, % at 20 µM | H9c2 cardiomyocytes, H2O2 injury protection, 2 h | AID 588492, 2011;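 active = compounds giving at least 50% protection of heart cells from peroxide-induced death in the single-dose screen, raw or plate-pattern-corrected value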;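 note: 0% = DMSO wells with peroxide and 100% = DMSO wells without peroxide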
m5-HT2A agonist: mouse Htr2a agonists via beta-arrestin recruitment, primary screen, cell-based, luminescence | activation, % at 7.6 µM | 0.66% of 360,000 active | CHO-K1 mHTR2A beta-arrestin complementation; percent of 30 µM serotonin response;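 active = activation above a run cutoff, the mean activation of all tested compounds plus 3 SD, cut at about 14% in these data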;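 note: 0% = plate median of compound wells and 100% = 30 µM serotonin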
Active calls of the source: *; u = inconclusive; x = not tested or not shown. Rows are unselected; any-hit rate near 3.1%.

Every second line gives: aDG glyco up	Glyco luc inh	CaV13 ICDI inh	PDI turbidity	ABCB6 inh 2	Vif inh	Exocytosis inh	iPSC survival up	H9c2 protect	m5-HT2A agonist
C=CCn1c(SCC(=O)c2cc(C)n(CCOC)c2C)nc2sc(C)c(C)c2c1=O
  -0.1	2	x	-7	94	x	6	-1.2	6	2
Clc1ccc(CSc2nnnn2-c2ccc3c(c2)OCO3)c(Cl)c1
  0.2	-6	-1	-6	102	13	-2	-1.4	-14	3
Cn1nnnc1SCc1c(F)cccc1F
  0.3	0	-7	0	103	29	-2	-2.7	3	14
CN(C)c1ccc(CNC23CN4CN(CN(C4)C2)C3)cc1
  -0.4	2	-5	-2	93	x	0	-1.7	2	2
COc1ccc(NC(=O)c2sc(N3CCOCC3)nc2-c2ccccc2)c(OC)c1
  -0.2	-4	-20	-11	99	-11	-1	-2.1	33	7
CC(=O)N(C)c1ccc(NC(=S)NCC(C)C)cc1
  -0.4	0	5	-3	107	4	-2	-2.9	1	0
CN(C(=O)c1ccc(NC(=O)C2CCCN(C(=O)OC(C)(C)C)C2)cc1)C1CCC1 (configuration not stated)
  0.5	4	-12	-1	102	x	3	-2.7	-3	-2
COc1cc2cc(C(=O)N/N=C/c3ccccc3Cl)[nH]c2cc1OC
  -0.2	3	-13	-6	98	18	u	0.0	45	1
Cc1noc(C)c1S(=O)(=O)N1CCC(C(=O)N2CCN(c3ccc(Cl)cc3)CC2)CC1
  0.9	-1	-4	2	103	-7	-2	4.5	-4	-2
O=S(=O)(c1cccc(COc2ccc(Cl)cc2Cl)c1)N1CCOCC1
  -0.1	-4	x	-4	97	-6	0	-0.4	-8	5
COc1cc2c(C#CCCCO)c(-c3ccc(C#N)cc3)oc(=O)c2cc1OC
  -0.1	-6	-6	-7	94	x	10	-3.4	5	-1
Cc1occc1C(=O)NC(C)CCc1ccccc1 (configuration not stated)
  0.1	-2	x	-1	100	-1	-2	2.1	-6	6
O=C(CN1CCN(c2ccc(O)cc2)CC1)Nc1ccc2c(c1)OCCO2
  0.5	0	3	17	101	2	15	-0.4	-10	-1
COc1ccc(NC(=O)/C(C#N)=C\c2cc(OC)c(OCc3ccc(C(=O)O)cc3)cc2Br)cc1
  -0.1	6	2	-10	106	-13	1	-0.6	4	5
COc1ccc(S(=O)(=O)N2CCC(C(=O)Nc3nnc(C)s3)CC2)cc1OC
  1.4	1	-2	9	99	7	4	-0.1	0	6
COc1ccc(N2CCN(C(CNS(C)(=O)=O)c3ccco3)CC2)cc1 (configuration not stated)
  -0.1	1	5	13	96	-2	0	-1.9	7	10
CCC(C)CCN1CCN=C1Nc1ccccc1 (configuration not stated)
  -0.1	-1	-10	-4	100	-16	-1	0.1	2	0
CCOC(=O)c1c(NC(=O)c2cc3n(n2)C(C(F)(F)F)CC(c2ccccc2)N3)sc(C)c1C (configuration not stated)
  0.0	-1	-5	-5	100	1	-2	0.8	1	2
COc1cccc(CNC(=O)c2cc3oc4ccccc4c3n2C)c1OC
  0.5	-7	x	2	101	4	0	7.2	8	-2
O=C(Cn1c(O)c(/C=C2\C=Nc3ccccc32)sc1=O)Nc1ccc2c(c1)OCO2
  -0.2	1	-9	-4	96	3	2	0.9	-7	3
Cc1ccc(CN2CCNC(=O)C2CC(=O)N(Cc2c(C)nn(C)c2C)C2CC2)o1 (configuration not stated)
  0.2	-1	-3	-10	96	9	3	1.0	8	4
CCCCN1C(=O)c2ccc(C(=O)Nc3ccc(C)c(S(=O)(=O)N(C)C)c3)cc2C1=O
  -0.2	-3	-10	8	86	-8	12	5.0	-10	-3
Cc1cc(NC(=O)c2ccc(C#N)cc2)on1
  0.1	1	-1	-1	106	3	2	1.2	5	-1
CC(C)CN(C(=O)CSc1n[nH]c(-c2cccs2)n1)C1CCS(=O)(=O)C1 (configuration not stated)
  -0.2	2	-6	-1	94	-6	3	-0.3	15	8
O=C(Nc1cc(C(F)(F)F)ccc1N1CCOCC1)c1cccc(F)c1
  -0.4	-3	x	5	93	-1	-1	-1.6	2	-1
O=C(OCc1nc2scc(-c3ccccc3)c2c(=O)[nH]1)c1ccco1
  0.0	-1	-7	1	94	5	4	-0.2	3	-2
Cc1cccc(OCC(=O)NCC(c2cccs2)N2CCOCC2)c1 (configuration not stated)
  0.1	0	-6	-1	101	-1	1	0.4	-3	0
COC(=O)Nc1nnc(-c2ccco2)s1
  -0.2	0	-5	-2	98	-8	-1	0.5	1	3
O=C(CSc1ccc(-c2cccnc2)nn1)N1CCCC1
  0.1	3	-8	-5	96	-2	4	-0.7	2	0
O=C(COc1ccccc1)N1CCc2ccccc2C1
  0.1	-1	-5	2	97	4	-4	-0.6	8	-7

Every second line gives: aDG glyco up	Glyco luc inh	CaV13 ICDI inh	PDI turbidity	ABCB6 inh 2	Vif inh	Exocytosis inh	iPSC survival up	H9c2 protect	m5-HT2A agonist
COc1ccc2c(CN3CCCCC3)cc(=O)oc2c1
  0.1	-1	-9	x	99	x	-1	-1.0	6	-1
CC1(C2CC2)NC(=O)N(CC(=O)Nc2ccccc2-c2ccccc2)C1=O (configuration not stated)
  0.3	1	1	-1	97	7	-1	-1.3	6	-2
CCOc1ccccc1N1CCN(c2nc(N)c(C#N)c(CC#N)c2C#N)CC1
  -0.3	3	-8	6	133	6	1	-1.3	-2	13
Cc1ccc(C(=O)N(c2ccccn2)C(C)c2ccco2)cc1C (configuration not stated)
  -0.1	0	-6	2	100	1	-2	-0.4	4	-2
CC1(Oc2ccc(CC#N)cc2)CCN(Cc2ccc(-n3ccnc3)cc2)C1 (configuration not stated)
  -0.2	-5	-4	-7	90	9	-3	-0.7	-9	-3
CCCN1CCCc2cc(CN(CCCN3CCOCC3)C(=O)Nc3ccc(OCC)cc3)ccc21
  -0.1	-4	-8	6	97	-6	10	-2.6	0	-14
COc1ccc(OC)c2sc(NNC(=O)COc3ccccc3)nc12
  -0.2	-2	7	0	100	-7	1	1.9	12	-2
O=C(CSCc1ccc([N+](=O)[O-])cc1)NC1CCCCCC1
  0.1	0	-3	0	102	-5	-2	-0.6	4	-5
COc1cc(C(CCN2CCCCC2)c2c(OC)cc(OC)c3c(-c4ccccc4)cc(=O)oc23)cc(OC)c1OC (configuration not stated)
  1.9	-4	-4	1	103	x	-2	-2.8	-19	-11
CCc1ccc(NC(=O)CSc2nc3cc(C(=O)OC)ccc3c(=O)n2Cc2ccco2)cc1
  0.0	1	-6	-10	91	-4	-2	0.3	2	0
Cc1cccc(-c2cnc(C(O)c3ccc(Cl)cc3C)[nH]2)c1 (configuration not stated)
  0.3	4	-10	-1	97	-9	u	3.9	-13	-6
Cc1ccc(S(=O)(=O)NCCCCCC(=O)Nc2ccccn2)cc1
  0.2	0	-9	-9	95	-5	-1	6.6	5	-6
Cc1ccccc1C(=O)N1CCC(C(=O)NC(C)c2ccc(-n3ccnc3)cc2)CC1 (configuration not stated)
  -0.1	2	-10	3	101	16	0	0.1	0	0
COc1ccccc1NC(=S)NC(=O)C1CC1
  0.0	1	-2	-10	98	-1	-1	1.1	2	5
Cc1ccc(S(=O)(=O)N2CCCN(C(=O)c3ccc(-n4cccn4)cc3)CC2)cc1
  -0.2	0	-6	2	92	1	-4	0.8	2	1
O=C(Cn1nc(Cl)nc1Cl)c1ccccc1
  0.0	-1	-17	-19	95	6	-8	-0.2	6	4
COc1ccc(OCc2nnc(SCC(=O)Nc3ccccc3F)o2)cc1
  -0.1	2	-2	0	96	15	-2	0.2	-4	-8
Cc1ccc(Nc2nnc(SCC(=O)N(C)C3CCS(=O)(=O)C3)s2)cc1 (configuration not stated)
  1.8	2	4	-14	81	25	5	0.2	-9	3
CCOC(=O)c1sc2ncnc(N3CCN(C(=O)OCC)CC3)c2c1C
  0.0	0	x	-18	99	-13	1	3.3	15	1
Cc1ccc(N=c2c([N+](=O)[O-])nn(-c3ccccc3)n2O)c(C)c1
  -0.4	-1	-7	8	100	-2	12	-1.6	-6	5
O=C(NCc1ccccc1Cl)c1cc([N+](=O)[O-])ccc1Cl
  0.4	7	-5	-9	94	0	-1	-2.4	-3	-3
COc1ccccc1C(=O)NC(CCSC)C(=O)NNC(=O)C(C)Oc1ccccc1F (configuration not stated)
  0.0	2	-3	-2	97	-3	-1	2.3	-1	9
Cn1c(N2CCCCC2)nc2c1c(=O)[nH]c(=O)n2C
  -0.1	2	-7	2	81	3	-5	5.8	0	2
Cc1ccc(NC(=O)C(C)Sc2nnc(-c3cccnc3)n2-c2ccccc2)cc1 (configuration not stated)
  0.1	-1	-3	4	99	2	7	-2.1	0	3
O=S1(=O)C[C@@H](N2CCN(c3ccccc3)CC2)[C@H](COCc2ccccc2)N1
  0.0	-1	-10	x	95	-1	-1	-0.1	-2	-3
COC(=O)N/N=C(\C)c1ccccc1OC(F)F
  -0.2	1	-9	9	95	-3	-4	-0.4	9	2
COC(C(=O)Nc1ccc(Br)cc1F)c1ccccc1 (configuration not stated)
  0.6	-2	2	1	110	5	4	3.7	3	-1
COc1ccc(C2CC(c3cccs3)=NN2C(=O)CSc2nnc(N)s2)cc1OC (configuration not stated)
  -0.4	12	-6	0	99	0	-3	0.0	17	-1
CCCCNC(=O)CSc1nc2ccccc2c(=O)n1CC1COc2ccccc2O1 (configuration not stated)
  0.2	0	-4	-8	92	3	0	1.9	2	4
COc1cccc(C(=O)NCCCNc2nc3cc(C)cc(C)c3cc2C#N)c1
  0.3	4	-7	-1	92	-2	2	2.6	34	9

Every second line gives: aDG glyco up	Glyco luc inh	CaV13 ICDI inh	PDI turbidity	ABCB6 inh 2	Vif inh	Exocytosis inh	iPSC survival up	H9c2 protect	m5-HT2A agonist
CC(c1ccco1)N(C(=O)c1ccc(F)cc1)c1ccccn1 (configuration not stated)
  -0.1	0	-3	-4	97	9	0	0.4	3	5
CCN(C(=O)CSc1nc2ccccc2c(=O)n1Cc1ccc(C)cc1)C1CCS(=O)(=O)C1 (configuration not stated)
  0.2	-4	-16	-38	94	-4	17	-0.3	1	-7
COc1cccc(OCc2cc(C(=O)N3CCNC(=O)C3Cc3ccccc3)no2)c1 (configuration not stated)
  0.2	0	-7	3	87	-2	1	-0.6	-1	-1
CC(C)Cc1nnc(NC(=O)c2ccc(-n3cncn3)c([N+](=O)[O-])c2)s1
  0.3	4	-5	6	93	x	2	7.4	2	1
N#Cc1ccc(COC(=O)c2ccc(N3CCCC3)c([N+](=O)[O-])c2)cc1
  0.1	0	-3	-5	100	8	3	-0.4	-4	-4
